Bioassay records (PubChem)
PTAP TSG101 blk: qHTS Assay for Iinhibitors of HIV-1 Budding by Blocking the Interaction of PTAP/TSG101; AID 493005, 2010; Fluorescence polarization, FITC-PTAP peptide / Tsg101 binding; 340,000 tested, under 10 active; Tumor susceptibility gene 101 protein (Homo sapiens), Q99816; Potency, µM (top dose mostly 115 µM), for the others: at the top dose activity change, negative = inhibition, actives largely listed as inhibitors; active means well fitted inhibition curve with a large enough effect in the main read-out, with a control signal flat, not every such curve was filed as active; inconclusive means small, poorly fitted or top-dose-only effect, or effect the other way, or a change in a side signal; inactive means no such curve, though single readings can be large or run the other way; further: potency means the concentration at half of the fitted maximal effect; % of control where 0% means no effect
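Tsg101 binding domain (10 uM final) was mixed with compound and a FITC-labeled PTAP peptide (50 nM final) in HEPES pH 7.5 buffer with NaCl, Tween 20, EDTA and TCEP; fluorescence polarization was read after 20 min at r.t.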
uPA surface inh: qHTS for Inhibitors of Cell Surface uPA Generation; cell surface uPA generation assay, qHTS; AID 540303, 2011; Potency, µM (top dose mostly 38.3 µM), without a hit: at the highest dose activity change, negative = inhibition, usual class: inhibitors; 330,000 compounds, 0.31% hits; active means well fitted inhibition curve with a large enough effect; inconclusive means small, poorly fitted or top-dose-only effect; inactive means no such curve, though single readings can be large or run the other way; tested in mouse RAW 264.7 cells; further: potency means the concentration at half of the fitted maximal effect; on the % scale 0 is the no-effect control and ±100 the full control effect; nearly all actives have a fitted effect of over 55% in size
Mito fusion act: qHTS Assay for Small Molecule Inhibitors of Mitochondrial Division or Activators of Mitochondrial Fusion | S. cerevisiae fusion-defective mutant growth rescue, CellTiterGlo 48 h | Potency, µM (highest dose often 46.1 µM), for the others: top-dose growth rescue (activation), hits mostly activators | 320,000 compounds, 0.23% hits | AID 485298, 2010;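 further: potency means the concentration at half of the fitted maximal effect; % of control where 0% means no effect; nearly all actives have a fitted effect of over 45% in size; temperature-sensitive fusion mutants such as fzo1-1 at 37 °C on non-fermentable ethanol glycerol medium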
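Compounds are tested for their ability to restore growth of mitochondrial fusion-defective yeast strains at non-permissive 37C in YPEG medium over 48 hours. Viability is quantified by luciferase luminescence.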
USP2a inh: qHTS Assay for Inhibitors of Ubiquitin-specific Protease USP2a Using CHOP2 as the Reporter. USP2 core, Ub-CHOP2 coupled fluorogenic reporter, 485/531. Potency, µM (titrated, usually from 38.3 µM), for inactives: top-dose activity change, negative = inhibition, most hits filed as inhibitors. 330,000 compounds, 0.01% hits;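 further: potency means the concentration at half of the fitted maximal effect; plate controls were DMSO wells for no effect and full inhibition by NEM control for full effect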
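Deubiquitinase activity read as fluorescence (485/531 nm) after Ub-CHOP2 cleavage activates the enterokinase reporter on its substrate; USP2 core 10nM, Ub-CHOP2 and substrate 25nM each, 30min compound preincubation then 60min RT; data normalized to NEM, curves fitted.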
Eya2 inh: qHTS Assay for Inhibitors of the Phosphatase Activity of Eya2; Protein phosphatase EYA2 (Homo sapiens), O00167; recombinant Eya2, OMFP fluorescence dephosphorylation (OMFP is methylfluorescein phosphate); Potency, µM (titrated, usually from 76.9 µM), inactives show at the top dose activity, negative = inhibition, most hits filed as inhibitors; 330,000 compounds, 0.006% hits; further: potency means the concentration at half of the fitted maximal effect; on the % scale 0 is the no-effect control and ±100 the full control effect
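Eya2 (0.2 uM) preincubated 10 min at ambient with compound, then OMFP substrate added at 50 uM; 10 min reaction in 50 mM HEPES pH 7.5, 50 mM NaCl, 5 uM MgCl2, 0.05% BSA, 1 mM DTT. Fluorescence read at Ex 485/Em 525 nm.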
TCR activator: Activators of T cell receptors: qHTS campaign; 330,000 tested, under 10 active; primary human leukocytes, anti-CD3, IL-2 HTRF, 48 h; AID 504894, 2011; Potency, µM (highest dose often 9.22 µM), for the others: at the highest dose activation of IL-2 secretion, most hits filed as activators; further: % of control where 0% means no effect
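Activity was scored as IL-2 release from primary human leukocytes given only a TCR signal (a-CD3 beads) plus compound for 48 hr. Detection used a two-antibody HTRF format read at 665nm.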
ELG1 repair inh: qHTS screen for small molecules that inhibit ELG1-dependent DNA repair in human embryonic kidney (HEK293T) cells expressing luciferase-tagged ELG1 | AID 504467, 2011 | 330,000 compounds, 2.3% hits | HEK293T ELG1-luciferase reporter, luminescence, 16 h; DNA damage induced by 5-fluorouridine | Potency, µM (doses to about 46.1 µM), for the others: at the highest dose activity change, negative = inhibition, usual class: inhibitors; further: potency means the concentration at half of the fitted maximal effect; on the % scale 0 is the no-effect control and ±100 the full control effect; nearly all actives have a fitted effect of over 55% in size
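Cells (2,000 per well) received 5-fluorouridine plus test compound or DMSO and were incubated 16 hr at 37 °C, 5% CO2. Luciferase activity was read by luminescence 30 min after ONE-Glo addition; signal suppression marked inhibition of damage-induced ELG1 function.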
TSHR antag: Antagonists of the Thyroid Stimulating Hormone Receptor: HTS campaign | Thyrotropin receptor (Homo sapiens), P16473 | TSHR-expressing cells, TSH-stimulated cAMP HTRF, 2 h; stronger effect = lower value | activity change, negative = inhibition, % at 11.5 µM | 330,000 compounds, 0.2% hits | AID 504810, 2011;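 active means activity change below a set negative limit, meaning inhibition stronger than a set level, cut at about -70% in these data; inconclusive means activity change between two set negative limits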; further: on the % scale 0 is the no-effect control and ±100 the full control effect
Target sequence (P16473 whole entry, looked up): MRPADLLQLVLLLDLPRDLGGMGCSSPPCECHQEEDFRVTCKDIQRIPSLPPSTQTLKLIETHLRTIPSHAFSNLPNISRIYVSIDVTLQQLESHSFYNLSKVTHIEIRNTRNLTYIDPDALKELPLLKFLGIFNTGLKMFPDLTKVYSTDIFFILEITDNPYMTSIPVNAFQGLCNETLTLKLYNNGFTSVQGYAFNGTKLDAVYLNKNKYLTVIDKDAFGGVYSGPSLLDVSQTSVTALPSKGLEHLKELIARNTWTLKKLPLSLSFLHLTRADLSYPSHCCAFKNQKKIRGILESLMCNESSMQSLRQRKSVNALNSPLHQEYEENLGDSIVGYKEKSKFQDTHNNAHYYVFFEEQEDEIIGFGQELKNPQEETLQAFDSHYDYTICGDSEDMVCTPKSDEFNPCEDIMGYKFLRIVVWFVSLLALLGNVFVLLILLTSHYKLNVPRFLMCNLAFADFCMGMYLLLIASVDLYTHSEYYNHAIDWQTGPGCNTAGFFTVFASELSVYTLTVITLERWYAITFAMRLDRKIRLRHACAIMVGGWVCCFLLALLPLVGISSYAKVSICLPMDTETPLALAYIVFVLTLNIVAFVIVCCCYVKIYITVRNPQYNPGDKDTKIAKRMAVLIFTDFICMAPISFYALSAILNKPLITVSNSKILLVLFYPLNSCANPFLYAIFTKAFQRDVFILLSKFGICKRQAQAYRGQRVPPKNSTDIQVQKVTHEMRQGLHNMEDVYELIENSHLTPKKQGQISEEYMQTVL
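Competitive HTRF cAMP read-out (cryptate anti-cAMP antibody, cAMP-d2; 30 min, room temperature) in freshly harvested TSHR cells. Compounds added before TSH at EC80 (4nM final), followed by 2 hours' incubation at 37 deg C.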
Chronic BCR inh: qHTS Assay to Find Inhibitors of Chronic Active B-Cell Receptor Signaling | ABC-DLBCL IkBa-CBG/CBR reporter, luminescence ratio, 4 h | Potency, µM (titrated, usually from 46.1 µM), inactives show at the top dose ratio change, negative = lower green/red ratio, actives largely listed as inhibitors | 340,000 compounds, 0.05% hits; active means well fitted inhibition curve with a large enough effect in the signal ratio, with a control signal flat, not every such curve was filed as active; inconclusive means small, poorly fitted or top-dose-only effect, or effect the other way, or a change in a side signal; the % refers to the signal ratio;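 further: potency means the concentration at half of the fitted maximal effect; plate controls were basal doxycycline-induced cells for no effect and cells given 10 µM MG132 for full effect; MG132 reads +100%, hits lower the ratio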
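TMD8 ABC-DLBCL cells carrying doxycycline-inducible green luciferase fused to IkappaBalpha plus unfused red luciferase were exposed to compounds (up to 46 uM) for 4 hrs at 37C. Activity came from the overlap-corrected green/red luminescence ratio.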
B2AR arrestin: qHTS assay of beta-arrestin-biased ligands of beta2-adrenergic receptor. Beta-2 adrenergic receptor (Homo sapiens), P07550. 330,000 compounds, 0.02% hits. Potency, µM (titrated, usually from 46.1 µM), for the others: top-dose activation, hits mostly activators. beta-arrestin recruitment to beta2AR, cell-based reporter;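 further: potency means the concentration at half of the fitted maximal effect; 0% = DMSO controls and full agonism = EC100 isoproterenol or metaproterenol; nearly all actives have a fitted effect of over 65% in size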
Tb PFK inh: qHTS Assay to Find Inhibitors of T. brucei phosphofructokinase. ATP-dependent 6-phosphofructokinase (Trypanosoma brucei brucei), O15648. T. brucei PFK, ADP-Glo luminescence. Potency, µM (titrated, usually from 57.5 µM), inactives show top-dose activity, negative = inhibition, hits mostly inhibitors. 330,000 compounds, 0.17% hits. AID 485367, 2010;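 further: potency means the concentration at half of the fitted maximal effect; 0% = uninhibited 1x PFK enzyme wells and -100% = no-enzyme wells; nearly all actives have a fitted effect of over 60% in size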
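PFK 1.25 nM, F6P 0.5 mM, ATP 0.1 mM, 0.1 M TEA pH 8.0, 5 mM MgCl2, 0.01% Tween20, 0.1% BSA; 45 min RT. ADP-Glo readout. qHTS titration up to 57 uM; curves fitted, compounds curve-classed.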
An asterisk follows results filed as active; ? = inconclusive; nt = no result given; [ ] = remark or other dose. Unless noted, the call rests on the fitted dose curve; in most records, active means well fitted curve in the direction sought with a large enough effect; inconclusive means small, poorly fitted or top-dose-only effect, or another doubt; inactive means no such curve, though single readings can be large; an effect the other way counts as inactive or inconclusive.

SMILES | PTAP TSG101 blk | uPA surface inh | Mito fusion act | USP2a inh | Eya2 inh | TCR activator | ELG1 repair inh | TSHR antag | Chronic BCR inh | B2AR arrestin | Tb PFK inh
O=C(Nc1ccc(S(=O)(=O)N2CCOCC2)cc1)c1cc(S(=O)(=O)N2CCOCC2)ccc1Cl | 0% | -1% | 1% | 1% | -5% | 2% | -19% | -4 | -2% | 0.1% | -1%
CCOC(=O)C1=C(c2ccccc2)NC(SC)=C(C#N)C1c1cccnc1 (stereo unspecified) | 1% | 6% | 0% | 0% | -1% | 3%[46.1 µM] | -20% | -4 | 0% | 3.7% | 1%
O=C(O)c1ccc(N2C(=O)/C(=C\c3ccccc3)N=C2c2ccccc2)cc1 | -5% | 1% | -15% | 10% | 13% | -4% | 2% | -19 | ? | -0.2% | 0%
COCCn1c(SCC(=O)Nc2cc(C)on2)nc2ccccc21 | -1% | 6% | 6% | -10% | 11% | nt | 24% | 11 | 2% | -0.2% | 1%
Cc1c(OCC(=O)N2CCC(C(N)=O)CC2)ccc2c3c(c(=O)oc12)CCCC3 | -8% | 3% | -1% | 1% | 5% | 0% | ? | -1 | -6% | -0.9% | -5%
COc1cc(C)ccc1OCCOCCN(C)Cc1ccccc1 | 0% | 5% | -2% | 0% | 8% | -2%[46.1 µM] | -5% | 13 | 0% | 0.1% | 0%
CN(C)S(=O)(=O)c1ccc(C(=O)NNC(=O)C23CC4CC(CC(C4)C2)C3)cc1 | -3% | 0% | nt | 0% | 4% | -2% | 0% | -44 | 0% | 0.1% | 3%
COc1ccc(C(=O)NC(=S)NCc2ccccc2)cc1OC | 0% | 0% | 14% | 1% | -2% | nt | ? | -4 | -5% | 0.3% | 0%
COc1ccccc1N1CCN(S(=O)(=O)CCNC(=O)C2CC(=O)N(c3ccccc3)C2)CC1 (stereo unspecified) | -2% | 1% | -9% | 2% | 4% | 6% | -2% | -39 | -1% | 0.5% | 2%
CCN1C(=O)[C@H]2[C@@H](c3ccc(Cl)cc3)N3C(=O)CN(CC4CC4)C(=O)[C@@]3(C)[C@H]2C1=O | 0% | 3% | 0% | -1% | 11% | 5% | 7% | 0 | -23% | -1.2% | -2%
Cc1nc(SCC(=O)NCC2CCCO2)c2c3c(sc2n1)CCC3 (stereo unspecified) | -2% | -16% | 1% | -1% | -12% | -2% | ? | -6 | -4% | 0.0% | 1%
CC(C)C(C)NC(=O)COc1ccc(-c2ccccc2)cc1 (stereo unspecified) | -2% | 2% | 5% | 3% | -17% | 3% | 6% | -19 | ? | 0.0% | 2%
Cc1ccccc1NC(=O)COC(=O)c1ccc2c(c1)OCCO2 | -4% | -2% | -15% | 5% | 8% | -5% | ? | -7 | -20% | 0.2% | -2%
COc1ccc(CN2CCNC(=O)C2CC(=O)NCc2cnn(C)c2)cc1OC (stereo unspecified) | 4% | -21% | -2% | 4% | -4% | 9% | 8% | 18 | -23% | -0.2% | 0%
Cc1nc2ccccc2c2c1C(=O)N(C1CCCCCCC1)C2=O | -2% | 6% | 0% | 2% | -8% | -1% | 2% | -3 | 3% | -2.6% | -5%
Cc1cccc(-c2nnc(SCCC(=O)N3CCOCC3)o2)c1 | -1% | 2% | 4% | 0% | -4% | -6%[46.1 µM] | ? | 25 | ? | 0.5% | -1%
O=C(c1cccc(S(=O)(=O)N2CCN(c3ccccc3)CC2)c1)N1CCCC(C(F)(F)F)C1 (stereo unspecified) | -1% | -13% | 12% | 3% | -9% | -2% | ? | -22 | 0% | -0.1% | 2%
Nc1cccc2c1C(=O)N(C(=O)c1cccc(S(=O)(=O)N3CCCCCC3)c1)C2=O | -4% | 0% | 1% | 4% | -11% | 0% | -14% | 0 | -1% | 0.1% | -12%
Cc1cc(C)cc(NS(=O)(=O)c2cccs2)c1 | -8% | 3% | -1% | -1% | -4% | -1% | -5% | 1 | 3% | -0.7% | 1%
Cc1noc(C)c1NC(=O)N(C)C[C@@H]1Oc2ccc(NC(=O)C3CCCCC3)cc2C(=O)N([C@@H](C)CO)C[C@H]1C | -5% | 5% | nt | 3% | -9% | -5% | ? | 2 | 1% | -0.3% | 0%
Cc1ccc(CSc2nc(N)cc(N)n2)cc1 | -3% | -3% | 1% | -1% | 7% | nt | ? | -12 | 3% | 0.2% | 9%
CCOC(=O)c1c(NC(=O)CC2SC(N)=NC2=O)sc2c1CCC(C)C2 (stereo unspecified) | 0% | 36%[activator] | -1% | -5% | -24% | 5%[46.1 µM] | -1% | 15 | 3% | -0.6% | 1%
CN1CC=C2C(C#N)=C(N)C(C#N)(C#N)[C@H](c3ccoc3)[C@H]2C1 | ? | 1% | -2% | 0% | -2% | 1% | 0% | -7 | 9% | 0.5% | -4%
CCOC(=O)N1CCC(=NNc2nc(C)cc(=O)[nH]2)CC1 | -2% | 3% | 1% | 8% | 5% | -4% | 1% | -1 | 19% | 5.2% | 4%
CC(CC(=O)Nc1nnc(C(C)(C)C)s1)c1ccccc1 (stereo unspecified) | 1% | 4% | -2% | -1% | -2% | 7% | -9% | -7 | -1% | 0.2% | -4%

Following part:
SMILES | PTAP TSG101 blk | uPA surface inh | Mito fusion act | USP2a inh | Eya2 inh | TCR activator | ELG1 repair inh | TSHR antag | Chronic BCR inh | B2AR arrestin | Tb PFK inh
CCCN1C2CCCC1CC(NC(=S)Nc1ccc(OC)cc1)C2 (stereo unspecified) | -4% | -2% | -4% | 2% | 3% | 7% | -9% | -6 | ? | -0.3% | -14%
CC1=NNC(=O)C1Cc1ccc(F)cc1 (stereo unspecified) | 1% | 1% | 4% | -2% | 13% | 0% | -13% | -3 | -15% | -0.3% | -5%
C=CCc1cc(Cl)ccc1OCCN(C)C | -5% | nt | -9% | 0% | -7% | 5% | 2% | -12 | -20% | -0.5% | 0%
Cc1ccccc1-c1nc(CS(=O)(=O)CC(=O)NCc2ccco2)c(C)o1 | 0% | -5% | 24% | 1% | 1% | 1% | 1% | 2 | ? | 0.6% | 0%
O=C(NCc1cccnc1)C1CC2c3ccccc3C1c1ccccc12 (stereo unspecified) | -3% | -4% | 1% | 0% | 11% | 4% | 2% | 2 | 2% | -0.5% | 1%
Cc1csc(NC(=O)CS(=O)(=O)c2ccccc2)n1 | 0% | 5% | 2% | 2% | 11% | 3% | ? | 17 | 1% | -0.9% | -2%
CCCC(c1nnnn1CCOC)N(Cc1cc2cc(C)c(C)cc2[nH]c1=O)CC1CCCO1 (stereo unspecified) | -4% | nt | 1% | -4% | 10% | 5% | -12% | -6 | -7% | -0.3% | 0%
CC1CCN(c2nncc3ccccc23)CC1 | -4% | -4% | -1% | 2% | 1% | -4% | 0% | -7 | ? | -0.6% | -3%
O=C(O/N=C1/CCSc2ccccc21)c1ccc(F)cc1 | -2% | nt | -4% | -1% | 23% | 3% | 14% | 8 | ? | -0.2% | -1%
O=C(O)c1ccc(/C=C/c2nc3ccccc3c(=O)[nH]2)cc1 | -7% | 8% | 12% | 4% | 3% | 1% | 8% | 11 | 2% | -0.9% | 4%
COc1ccccc1NS(=O)(=O)c1cc(NC(=O)c2cc3ccccc3oc2=O)ccc1C | -6% | -1% | 4% | -2% | 6% | 4%[46.1 µM] | ? | 22 | ? | 0.2% | -3%
COc1ccc(C(=O)COC(=O)CNC(=O)c2cccc(OC(F)F)c2)cc1 | -4% | 8% | -4% | -1% | 20% | -8% | 9% | -3 | -5% | 0.0% | -2%
